# Screening data (PubChem)
# S1P4 agonist: human S1P4 receptor agonism | O95977 | S1P4-expressing cell line, agonist reporter assay | activation, % at 4.98 µM | actives 0.35% (n = 220,000) | AID 1509; in the data active = activation above about 11%;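 also: 0% = DMSO vehicle and 100% = reference agonist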
# PERK inhibitor: inhibitors of human PERK kinase; inhibition, % at 5.6 µM; CHO PERK-DD fusion, SEAP luminescence translation reporter; actives 0.17% (n = 220,000); Q9NZJ5; AID 1416;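 active = inhibition above the mean inhibition of all tested compounds plus 3 SD, set separately per screening campaign, cut at about 2.9% in these data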;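 also: PERK kinase domain activated by AP20187 dimerizer at 100 nM; 0% = DMSO with dimerizer and 100% = rapamycin at 8.4 µM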
# eIF4E 4G PPI: eIF4E/eIF4G interaction inhibition in translation initiation; TR-FRET eIF4E-eIF4GI(517-606) binding, 2 h; AID 782; inhibition, % at 21.7 µM; actives 0.37% (n = 220,000);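 active = inhibition above about 30%, limit read from the data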;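 also: 0% = full FRET control wells and 100% = background wells lacking eIF4GI fragment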
# Ba/F3 V617F tox: reduce viability of Ba/F3 cells dependent on JAK2V617F | Ba/F3 EpoR-JAK2V617F viability, ATP luminescence | inhibition, % at 5.6 µM | actives 1.1% (n = 220,000) | AID 1446;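 active = inhibition above the campaign mean plus 3 SD over all tested compounds, cut at about 24% in these data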;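 also: cytokine-independent growth of Ba/F3 cells driven by EpoR plus mutant JAK2; 0% = DMSO-treated cells and 100% = JAK inhibitor I control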
# Mdm2 ligase inh: inhibitors of human Mdm2 E3 ubiquitin ligase; Q00987; cell-based MDM2 ubiquitination luciferase reporter, 2 h; 0 = plate control, 100 = twice control, blank-subtracted; signal enhancement, % at 5 µM; actives 0.11% (n = 210,000); AID 1230;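 active = signal enhancement of 30% or more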;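 also: luminescence tracks abundance of the self-degrading MDM2-luciferase fusion protein; higher signal means inhibition of MDM2 E3 ligase activity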
# Target sequence (Q00987 whole entry, looked up, the tested form may be a part): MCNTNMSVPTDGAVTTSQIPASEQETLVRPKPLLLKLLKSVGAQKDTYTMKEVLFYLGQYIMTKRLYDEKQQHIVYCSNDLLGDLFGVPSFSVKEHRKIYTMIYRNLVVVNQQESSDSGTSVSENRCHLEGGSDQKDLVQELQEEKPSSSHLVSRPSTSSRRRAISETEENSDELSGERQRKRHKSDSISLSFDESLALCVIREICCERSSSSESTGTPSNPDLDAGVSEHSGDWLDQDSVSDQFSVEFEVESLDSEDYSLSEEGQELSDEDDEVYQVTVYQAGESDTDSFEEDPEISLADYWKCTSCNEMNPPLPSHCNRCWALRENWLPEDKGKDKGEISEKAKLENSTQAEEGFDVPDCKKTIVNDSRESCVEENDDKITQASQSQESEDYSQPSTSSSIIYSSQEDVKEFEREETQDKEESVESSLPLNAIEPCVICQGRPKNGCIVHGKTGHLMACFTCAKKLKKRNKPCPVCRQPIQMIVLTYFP
#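 test system = mammalian cells stably expressing self-ubiquitinating, self-degrading MDM2 E3–luciferase fusion | quantity = 2000 cells/well | incubation = cell settling 4 h, compound treatment 2 h, both 37 °C | signal = luminescence with SteadyLite reagent, 15 min at room temperature | evaluation = % enhancement relative to plate controls after blank subtraction | benchmarks = plate controls and plate blanks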
# S1P4 antagonist: human S1P4 receptor antagonism; inhibition, % at 4.98 µM; AID 1510; S1P4-expressing cells, antagonist mode, reporter read-out; O95977; actives 0.26% (n = 220,000); in the data active = inhibition above about 29%;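 also: 0% = wells stimulated with agonist and 100% = vehicle wells without agonist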
# BaF3 tox: reduces parental Ba/F3 cell viability, JAK2V617F counter-screen; CellTiter-Glo ATP luminescence; inhibition, % at 5.6 µM; actives 1.1% (n = 220,000);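 active = inhibition above a per-campaign cutoff, the mean inhibition of all tested compounds plus 3 SD, cut at about 27% in these data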;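 also: 0% = DMSO wells and 100% = JAK Inhibitor I control wells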
# NPY-Y2 PAM-ag: potentiates or activates human NPY-Y2 receptor. actives 0.45% (n = 220,000). cells expressing NPY-Y2, potentiator/agonist read-out. P49146. activation, % at 3.6 µM. AID 1359; in the data active = activation above about 27%;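 also: cells stimulated with NPY near EC25 plus isoproterenol at EC100; 0% = vehicle plus submaximal agonist and 100% = vehicle plus saturating agonist; some results beyond the cut were filed as inactive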
# Target sequence (P49146 whole entry, looked up): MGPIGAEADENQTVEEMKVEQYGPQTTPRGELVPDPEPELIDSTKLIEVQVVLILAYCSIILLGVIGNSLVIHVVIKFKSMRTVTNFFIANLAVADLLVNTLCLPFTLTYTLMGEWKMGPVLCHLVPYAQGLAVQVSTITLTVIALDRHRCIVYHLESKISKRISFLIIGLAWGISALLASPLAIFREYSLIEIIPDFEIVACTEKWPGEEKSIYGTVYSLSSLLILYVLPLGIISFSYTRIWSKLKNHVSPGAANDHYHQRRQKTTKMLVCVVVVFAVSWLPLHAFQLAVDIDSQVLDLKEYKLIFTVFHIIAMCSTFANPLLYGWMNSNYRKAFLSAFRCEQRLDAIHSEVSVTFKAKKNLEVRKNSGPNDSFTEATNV
# Wee1 degr inh: blocks degradation of human Wee1 kinase. P30291. HeLa Luc-Wee1K328M stability, luciferase luminescence; 100% = proteasome inhibitor MG132 effect. reporter increase, % at 5 µM. actives 1.2% (n = 220,000);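 active = activation above the mean of all tested compounds plus 3 SD, set per screening run, cut at about 8.8% in these data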;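 also: cells exposed to compound for 20 h before luminescence read; 0% = DMSO alone and 100% = MG132 at 30 µM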
# * hit, by the source's call; . = not tested or not shown; [ ] = another dose, or the depositor's remark.
# Order of values – S1P4 agonist	PERK inhibitor	eIF4E 4G PPI	Ba/F3 V617F tox	Mdm2 ligase inh	S1P4 antagonist	BaF3 tox	NPY-Y2 PAM-ag	Wee1 degr inh
Cc1cc(Cl)c(S(=O)(=O)N2CCCC2)cc1OCC(=O)NC1CCCCC1
→ -0.2	-1.0	2[fluorescence artefact?]	-2	-4	-8	4	19	2
O=c1oc2ccccc2c(Nc2ccc(O)cc2)c1[N+](=O)[O-]
→ -0.5	0.3	8	-2	-14	-7	-1	-1	-3
CCN(CC)CC#Cc1ccc(C)cc1
→ 1.8	-0.8	-1	-3	-3	-15	-2	-30	-1
CCc1nnc(NC(=O)CSc2nnc(Cc3ccc(OC)cc3)o2)s1
→ -1.5	1.4	3[fluorescence artefact?]	-2	-17	-21	5	-4	-3
CC(C)C12CN3CCN(CC(C3)/C1=N\NC(=O)Nc1ccccc1)C2
→ 0.9	-0.4	-8	-3	-6	0	3	-4	1
CCOC(=O)c1sc(NCc2ccco2)c(-c2nc3ccccc3s2)c1N
→ -1.4	-0.3	-1	1	-12	10	3	8	0
Cc1nc2cc(Nc3ccncc3)ccc2s1
→ 2.3	0.0	0	-2	-5	-3	2	-7	-2
CCCN1C2=NCCN2c2ccccc21
→ -3.5	0.1	2	4	-15	4	7	-3	-3
Cn1ccs/c1=N\S(=O)(=O)c1ccc(Br)cc1
→ -1.4	0.4	-6	0	-11	-8	8	-13	-3
COc1ccc2c(c1)CC/C(=C/c1ccco1)C2=O
→ 0.1	1.0	3	4	-25	4	7	-4	7
Cc1cccn2c(=O)c(/C=N/O)c(N3CCCC3)nc12
→ -3.3	0.4	2	-2	3	-1	1	-15	2
COC(=O)c1c(NC(NC(C)=O)C(Cl)(Cl)Cl)sc2c1CCCC2 (centres undefined)
→ 0.2	-0.3	-1	5	-15	-5	10	8	14*
COC(=O)c1cccc(NC(=O)CCNC(=O)c2ccc([N+](=O)[O-])cc2)c1
→ -0.5	0.0	11	-4	-3	1	3	4	2
COc1ccc(S(=O)(=O)N(CCc2ccccc2)CC(=O)O)cc1OC
→ -0.3	0.1	-1[fluorescence artefact?]	2	-6	2	-1	1	3
O=C(c1cc(F)cc2c1OCOC2)N1CCN(c2ccc(F)cc2)CC1
→ 1.9	-0.3	-3	4	-52	-6	3	-9	3
CCOc1ccc(Br)cc1S(=O)(=O)Nc1cccc(S(=O)(=O)N(CC)CC)c1
→ 0.4	0.3	19	-2	4	-11	5	6	4
O=C(NC1CCCC1)C(c1ccsc1)N(CCc1ccccc1)C(=O)Cc1cccs1 (centres undefined)
→ 0.3	1.6	12	-4	-7	4	3	13	4
CCc1nnc(NS(=O)(=O)c2ccc(N/C=C\C(=O)c3cccc4ccccc34)cc2)s1
→ 0.4	0.0	1	3	-3	-12	5	7	5
Cc1ccc2cccc(Oc3nnnn3-c3ccccc3)c2n1
→ 1.9	0.3	2	-3	-15	-20	5	-7	0
CCOC(=O)C1CN(S(=O)(=O)c2ccccc2)C1
→ 1.4	0.6	4	-4	-12	-20	4	-9	-2
Cc1cc(C(F)(F)F)nn2cnnc12
→ -0.4	0.7	-2	0	-15	-27	5	1	1
CC(C)c1ccc(-c2c(C#N)c(N)nc3c2CCCCC3)cc1
→ 3.5	0.1	-6	-2	-8	3	2	14	2
COc1cc(OC)c(OC)cc1/C=N/NC(=O)c1ccc(=O)n(C)c1
→ -1.1	-0.2	2	3	-7	-12	6	7	-1
CCCCc1cc(=O)oc2c(CN(CC)CC)c(O)c(Cl)cc12
→ 3.1	0.0	11	-3	-9	-24	-2	9	0
CCOC(=O)c1ccc(N2C(=O)c3n[nH]c(C)c3C2c2ccccc2)cc1 (centres undefined)
→ 1.2	-0.8	2	6	-31	2	7	1	0
C/C(=N\NC(=O)c1ccc(NS(=O)(=O)c2cccs2)cc1)c1cccs1
→ -0.1	1.1	2	-2	8	-4	5	11	0
O=C(c1ccco1)N1CCN(C(=O)N2CCCC2)CC1
→ -0.3	1.4	-1	1	10	3	7	-7	-2
Cc1ccc(-c2cc(C(=O)Nc3nn[nH]n3)c3ccccc3n2)cc1
→ -1.5	0.9	4	-7	-2	4	-2	3	-2
O=C1CSC(c2ccccc2)N1Nc1nc(N2CCOCC2)nc(N2CCOCC2)n1 (centres undefined)
→ -1.0	0.1	4	-4	3	-15	2	4	-4
CCCC(=O)Nc1ccc2c(c1)nc1n2CCSC1
→ -1.4	0.2	-2	-1	-7	-22	2	20	-2
FC(F)Oc1ccc(NC(=S)NCc2ccccc2)cc1
→ 4.7	1.2	-1	-5	-3	4	2	-10	-1
CNC(=S)Nc1ccc([N+](=O)[O-])c(C)c1
→ 0.9	-0.4	1	5	-18	8	4	14	1
CN1CCC(OC(=O)COc2ccc(F)cc2)CC1
→ -2.5	1.0	-2	1	-90	-3	0	-14	-1
Cc1ccccc1NC(=O)c1c(Cl)nc(C)c(Cl)c1C
→ -1.7	0.5	6[fluorescence artefact?]	0	1	-19	6	-17	-2
CN(c1ccccc1C(=O)Nc1cccc(C(F)(F)F)c1)S(C)(=O)=O
→ 0.8	1.4	4[fluorescence artefact?]	0	-2	-8	3	4	2
COc1ccc(C(=O)[C@H]2[C@H]3C(=O)N(c4ccc(OC(C)=O)cc4)C(=O)[C@H]3C3C=CC=NN32)cc1 (some centres undefined)
→ -0.1	1.2	2	-3	-9	12	2	3	-3
OC(COc1c(Cl)cc(Cl)cc1Cl)CN1CCCCC1 (centres undefined)
→ -2.4	0.2	9	3	0	-5	3	-10	-1
Cc1cc(C(=O)Nc2cccc3cccnc23)ccc1[N+](=O)[O-]
→ -0.4	0.6	3	-5	6	2	-2	5	-2
COc1ccc(/C=C/C2=Nc3ccccc3NC(C)(C)C2)cc1OC
→ 0.9	-1.3	-8	-1	-15	3	-1	-2	6
Cc1csc(NC(=O)CSc2nnnn2C)n1
→ 2.2	-0.2	0	-2	-2	-18	1	-9	2
CCOC(=O)N1CCN(C(=O)CSc2nnc(CNC(=O)c3c(F)cccc3Cl)o2)CC1
→ -0.4	0.0	3	0	-23	-3	2	16	0
CC(NCc1ccc2c(c1)OCO2)C(=O)N1CCc2ccccc21 (centres undefined)
→ 0.1	-0.5	1	-1	-4	-6	3	-4	-3
CC(=O)c1ccccc1OC(=O)c1c(F)cccc1F
→ 0.9	1.6	0	-2	3	21	-2	-9	1
Oc1cccc(Oc2ncc(C(F)(F)F)cc2Cl)c1
→ 0.8	0.1	-1	3	-4	-3	6	-1	1
O=C(CC(c1ccco1)S(=O)(=O)c1ccccc1)c1ccc(F)cc1 (centres undefined)
→ 0.3	1.0	-1	-4	-13	-3	3	13	-1
CCOP(=O)(OCC)C(Nc1ccccc1)c1ccco1 (centres undefined)
→ 0.6	0.2	-3	0	-1	-17	5	-1	2
O=C(NCC1CCCO1)c1onc(CSc2ccc(Cl)cc2)c1C(=O)O (centres undefined)
→ 0.6	2.7	2	-1	-13	5	2	-18	0
Cc1cccc[n+]1C1C(c2ccccc2)C(C#N)=C(C(=C=[N-])C#N)NC1(O)C1CC1 (centres undefined)
→ -3.2	0.9	-5	1	-9	-14	-1	-10	-1
COc1ccc(C(=O)NNC(=S)NC2CCCCC2)cc1OC
→ 1.5	1.3	3	-1	-7	-5	2	-3	2
O=C(COC(=O)c1cc(-c2ccc(Cl)s2)nc2ccccc12)NCc1ccco1
→ 1.8	-0.8	5	2	-1	6	6	15	5
O=C1Nc2ccc(Br)cc2C1=Nc1cccnc1
→ -1.6	0.9	-8	-5	.	-9	-6	18	-2
COC(=O)Nc1c(-c2ccccc2)nc2ccccn12
→ 0.7	1.1	-2	-2	-12	-10	5	5	3
COc1cc(CC(NC(C)=O)C(=O)NC2CCN(C(=O)C3CC3)CC2)cc(OC)c1 (centres undefined)
→ 1.5	0.1	0	2	-6	-10	3	-2	1
CC(C)Cc1nnc(NC(=O)CCC(=O)Nc2ccc3cn[nH]c3c2)s1
→ -0.1	-0.1	-2	0	-13	3	-6	-2	0
CCN(CC)S(=O)(=O)c1ccc(N2CCCC2)c(NC(=O)CC(C)(C)C)c1
→ 1.5	-1.1	2	-3	-57	-4	-4	-3	-1
c1ccc2c(c1)CCCN2c1nc(N2CCOCC2)nc(N2CCOCC2)n1
→ 1.4	-0.7	0	0	-2	-3	-2	5	-1
COc1ccccc1C(=O)N/N=C/c1ccc(Cl)s1
→ 1.5	0.3	14	-1	13	-7	7	-8	-1
CS(=O)(=O)N(Cc1ccccc1)c1ccc(C(=O)NCCSCc2ccco2)cc1
→ -0.6	-0.8	-2[fluorescence artefact?]	-1	-1	-15	3	-9	1
CC(C)C(=O)Nc1ccc(Br)cc1Cl
→ 2.8	0.0	3	2	-15	3	4	4	0
CSc1ncccc1C(=O)OCC(=O)c1ccccc1
→ 1.3	1.2	-3	-2	-9	-21	2	1	0

# Results in BaF3 tox and Mdm2 ligase inh, for three of the compounds above:
SMILES	BaF3 tox	Mdm2 ligase inh
COC(=O)Nc1c(-c2ccccc2)nc2ccccn12	5	-12
O=C(CC(c1ccco1)S(=O)(=O)c1ccccc1)c1ccc(F)cc1 (centres undefined)	3	-13
CC(C)C(=O)Nc1ccc(Br)cc1Cl	4	-15

# Continuation:
# Order of values – S1P4 agonist	PERK inhibitor	eIF4E 4G PPI	Ba/F3 V617F tox	Mdm2 ligase inh	S1P4 antagonist	BaF3 tox	NPY-Y2 PAM-ag	Wee1 degr inh
Clc1ccc(-n2nnnc2-c2ccccc2)cc1
→ -1.2	-0.3	4	4	-8	-17	3	14	-1
CC(C(=O)NCc1ccccc1)N1C(=O)CN(C)C(=O)c2ccccc21 (centres undefined)
→ -0.3	0.5	6	-1	-5	-12	2	-4	-1
COc1ccc(NC(=O)CN(C)CC(=O)Nc2ccc3c(c2)CCC3)cc1
→ 0.3	0.1	1	3	-20	-2	8	-16	-3
Nc1ccc(C(=O)OCCCc2nc3ccccc3[nH]2)cc1
→ 1.8	0.1	-4[fluorescence artefact?]	-1	-4	-6	1	-16	2
O=C(CSc1ccc(Cl)cc1)Nc1cccc(-c2nc3ncccc3o2)c1
→ 0.8	-0.8	4	6	-4	-10	0	2	-2
CCOC(=O)c1c(NC(=O)C(C)S(=O)(=O)c2cn(CC)c3ccccc23)sc2c1CCCC2 (centres undefined)
→ 0.4	-0.3	-10	-1	.	-10	3	14	2
CCN(CC)CC(=O)c1c[nH]c2ccc(OC)cc12
→ 0.4	0.7	0	-3	-12	-8	6	0	1
S=c1[nH]nc(CNc2cccc(Cl)c2)o1
→ 2.0	-0.1	4	2	-12	-26	7	6	1
CCN(CC)S(=O)(=O)c1cccc(NC(=O)CCSc2ccc(Cl)cc2)c1
→ 0.3	0.0	8[fluorescence artefact?]	2	11	-6	4	-3	2
O=S(=O)(c1cccc(C(F)(F)F)c1)N1CCCC1c1cccnc1 (centres undefined)
→ 3.9	0.7	-1	-1	0	-16	32*	2	0
CC1SC(c2ccc(Cl)cc2)NC1=O (centres undefined)
→ -0.5	1.2	1	-2	-8	-10	-2	7	2
O=C1NC(=O)c2cc(NC(=O)C3COc4ccccc4O3)ccc21 (centres undefined)
→ 0.5	0.4	0	5	43*	25	14	4	-2
